S3 lipid droplet = qHTS Assay for Lipid Storage Modulators in Drosophila S3 Cells; hit rate 0.64% among 320,000; Drosophila S3 cells, BODIPY lipid droplet fluorescence, 18-24 h; cells fed with added oleic acid; Potency in µM for hits, for the others lipid storage change, negative = inhibition, % at the top dose, mostly 46.1 µM; AID 2685; active means well fitted inhibition curve with a large enough effect in the signal ratio, with a control signal flat, not every such curve was filed as active; inconclusive means small, poorly fitted or top-dose-only effect, or effect the other way, or a change in a side signal; the % refers to the signal ratio
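Laser-scanning cytometry quantifies lipid droplet accumulation (500–530 nm total intensity; droplet/cell object ratio) in oleic acid-fed (400 uM added) Drosophila S3 cells treated with a concentration series. 20 uM Triacsin C defined 100% inhibition.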
S3 lipid droplet cell count max = second read-out of S3 lipid droplet, no call of its own (marks repeat the call); cell number change, %; measured here: cell count max response;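 cells counted by Cell Tracker Red CMTPX staining in the red channel; peak over a dose series mostly up to 46.1 µM; percent activity relative to internal control wells on each plate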
An asterisk follows results filed as active; i = inactive; u = inconclusive; x = no result given; [ ] = another dose, or the depositor's remark. On the % scale 0 is the no-effect control and ±100 the full control effect; potency means the concentration at half of the fitted maximal effect. Only part of the results is shown. The share of hits here may be higher or lower than overall.

SMILES | S3 lipid droplet | S3 lipid droplet cell count max
CC(OC(=O)CN1C(=O)C2CC=CCC2C1=O)C(=O)Nc1ccc(F)cc1Cl (stereo not given) | 13% | 24
O=c1onc(-c2c(F)cccc2F)n1-c1ccccc1Cl | 9% | 7
CSc1nc(C)cc(C)c1S(=O)(=O)c1ccccc1C | u | x
COC(=O)c1nn(-c2cccc(C)c2)c2nnc(Cc3ccc(C)cc3)c(=O)n12 | 5% | -2
COc1ccc(-c2noc(CCC(=O)NCCN3CCN(c4ccccc4F)CC3)n2)cc1 | u | x
Cc1ccc(NC(=O)CN(c2ccccc2)S(=O)(=O)N(C)C)cc1C | -6% | -13
CCCCOc1ccc(C(=O)C(CN2CCOCC2)c2ccccc2)cc1 (stereo not given) | u | x
C=C(C)Cn1c(C2CC(=O)N(c3ccccc3F)C2)nc2ccccc21 (stereo not given) | 3% | x
CCC(O)(CC)C(=O)N=Nc1c(O)[nH]c2ccccc12 | u | x
CCc1ccc(NC(=O)c2cc(CC(C)C)on2)cc1 | 12% | 7
COc1cc(NC(=S)NC(=O)c2ccc(F)cc2)ccc1NC(=O)c1ccco1 | u | x
O=C(Oc1ccccc1N1CCOCC1)c1sccc1Br | 8% | 12
COc1ccc(C)cc1NC(=O)c1sc2ncn(CC(=O)N3CCCCC3)c(=O)c2c1C | i | 13
CN(C(=O)c1ccno1)c1nnc(-c2cccnc2)s1 | 26% | 17
O=S(=O)(NCCCc1ccccc1)c1ccc(Cl)cc1 | u | x
COc1ccc(C2C([N+](=O)[O-])=C(C)N(C)C(=O)N2C)cc1OC (stereo not given) | u | x
CCOC(=O)C1=C(C)N(c2ccccc2)C(=O)/C1=C\c1cccs1 | i | x
COc1ccc(Br)c(C(=O)Nc2cccc(S(=O)(=O)N3CCOCC3)c2)c1 | u | x
COc1cccc(C(=O)OCC(=O)NC2CCCc3ccccc32)c1O (stereo not given) | -25% | -12
COc1ccc(C(=O)CC(=O)C(=O)NCCc2cccc(C)c2)cc1 | u | x
CCC(Oc1ccc(F)cc1)C(=O)N1CCCCCCC1 (stereo not given) | -5% | 23
O=C1c2ccccc2C(=O)c2c1cccc2N1CCCC1 | u | x
CCc1nnc(NC(=O)CCS(=O)(=O)c2ccc(C)cc2)s1 | u | x
COc1cc(C(=O)NC2CCN(CC(=O)NC3CCCCC3C)CC2)cc(OC)c1OC (stereo not given) | u | x
O=C(N/N=C/c1c(O)ccc2ccccc12)c1ccc(CO)nc1 | u | x
O=C(Nc1cccnc1)c1ccccc1Cl | 9% | -1
CC12CCC(C(=O)Nc3cccc(Cl)c3Cl)([C@H](Br)C1=O)C2(C)C (stereo not given in full) | u | x
Cc1ccc(N=C2NC(=O)/C(=C/C=C/c3ccco3)S2)cc1 | 9% | -2
O=C(c1cccs1)N1CCN(C23CC4CC(CC(C4)C2)C3)CC1 | i | 12
COc1cc(S(=O)(=O)Nc2ncn[nH]2)ccc1Cl | 25% | 12
Cn1c(-c2ccccc2)cnc1SCC(=O)NCc1ccco1 | 24% | -3
COc1ccc(NC(=O)C(c2ccccc2)N(C)C(=O)CNC(C)=O)cc1 (stereo not given) | u | x
COc1cccc(-c2nnc(SCC(=O)N3CCCc4ccccc43)o2)c1 | i | x
CCN(CC)c1nc(Nc2ccccc2)nc(Oc2ccc(C(=O)OC)cc2)n1 | i | x
Nc1c(S(=O)(=O)c2cccs2)c2nc3ccccc3nc2n1Cc1ccccc1 | i | 17
CCN(CC(=O)NCc1ccc(Cl)cc1)C(=O)/C=C/c1cc(OC)c(OC)c(OC)c1 | u | x
Cc1ccc(N(CN2C(=O)C3C4CCC(C4)C3C2=O)C(=O)c2ccco2)cc1 (stereo not given) | 15% | 11
CCOC(=O)C1(Cc2ccccc2)CCN(Cc2csc(C(C)=O)c2)CC1 | 1% | 4
CCCn1c(SCC(=O)Nc2ccccc2N2CCCCC2)nc2c1c(=O)n(C)c(=O)n2C | i | -16
O=C(CSc1nc(C(F)(F)F)cc(=O)[nH]1)Nc1ccc2c(c1)OCCO2 | u | x
CCc1noc(C)c1C(=O)Nc1cc(Cl)ccc1N1CCOCC1 | u | x
CCOc1ccc(N(CC(=O)NCc2ccccc2)C(=O)Cn2nnc(-c3ccc(C)o3)n2)cc1 | u | x
O=C(O)CNC(=O)c1ccc(OC(F)F)cc1 | u | x
c1ccc(-c2csc(N3CCCCCC3)n2)cc1 | 16% | x
O=C(CSc1ccc(F)cc1)NC(=O)NCc1ccccc1 | u | x

A second format for some results above:
SMILES,S3 lipid droplet,S3 lipid droplet cell count max
O=C(Nc1cccnc1)c1ccccc1Cl,9%,-1
CC12CCC(C(=O)Nc3cccc(Cl)c3Cl)([C@H](Br)C1=O)C2(C)C (stereo not given in full),u,x
Cc1ccc(N=C2NC(=O)/C(=C/C=C/c3ccco3)S2)cc1,9%,-2
O=C(c1cccs1)N1CCN(C23CC4CC(CC(C4)C2)C3)CC1,i,12
COc1cc(S(=O)(=O)Nc2ncn[nH]2)ccc1Cl,25%,12
Cn1c(-c2ccccc2)cnc1SCC(=O)NCc1ccco1,24%,-3
COc1ccc(NC(=O)C(c2ccccc2)N(C)C(=O)CNC(C)=O)cc1 (stereo not given),u,x
COc1cccc(-c2nnc(SCC(=O)N3CCCc4ccccc43)o2)c1,i,x
CCN(CC)c1nc(Nc2ccccc2)nc(Oc2ccc(C(=O)OC)cc2)n1,i,x
Nc1c(S(=O)(=O)c2cccs2)c2nc3ccccc3nc2n1Cc1ccccc1,i,17
CCN(CC(=O)NCc1ccc(Cl)cc1)C(=O)/C=C/c1cc(OC)c(OC)c(OC)c1,u,x
Cc1ccc(N(CN2C(=O)C3C4CCC(C4)C3C2=O)C(=O)c2ccco2)cc1 (stereo not given),15%,11
CCOC(=O)C1(Cc2ccccc2)CCN(Cc2csc(C(C)=O)c2)CC1,1%,4
CCCn1c(SCC(=O)Nc2ccccc2N2CCCCC2)nc2c1c(=O)n(C)c(=O)n2C,i,-16
O=C(CSc1nc(C(F)(F)F)cc(=O)[nH]1)Nc1ccc2c(c1)OCCO2,u,x
CCc1noc(C)c1C(=O)Nc1cc(Cl)ccc1N1CCOCC1,u,x
CCOc1ccc(N(CC(=O)NCc2ccccc2)C(=O)Cn2nnc(-c3ccc(C)o3)n2)cc1,u,x

Further records follow:
SMILES | S3 lipid droplet | S3 lipid droplet cell count max
CCN(C(=O)COC(=O)c1ccc(C)c(S(=O)(=O)N2CCCCC2)c1)C1CCS(=O)(=O)C1 (stereo not given) | 12% | 7
Cc1sc2nc(SCC(=O)N(CCO)CCO)nc(N)c2c1C | 10% | 4
CCC1CCCCN1S(=O)(=O)c1ccc([N+](=O)[O-])cc1 (stereo not given) | -14% | 4
COc1cc2c(cc1OC)CN(C1CCCN(Cc3cc(Cl)ccc3O)C1)CC2 (stereo not given) | u | x
Cc1cccc(NC(=O)c2ccccn2)c1C | u | x
Cc1c(C)c2ccc(OC(C)C(=O)N3C[C@H]4C[C@@H](C3)c3cccc(=O)n3C4)c(C)c2oc1=O (stereo not given in full) | -3% | 10
O=C(O)c1ccc(OCCn2ccnc2)cc1 | -13% | 11
Cc1cc([N+](=O)[O-])nn1CC(=O)N/N=C/c1ccccc1O | 5% | 0
CCOC(=O)c1sc2nc(CN3CCCCC3)nc(Cl)c2c1C | u | x
Cc1ccc(S(=O)(=O)Nc2ccc3nc(-c4cccn4C)[nH]c3c2)cc1 | u | x
O=C(COC(=O)c1cccc(NS(=O)(=O)c2ccc(F)c(F)c2)c1)NC(=O)NC1CCCC1 | -11% | -20
c1ccc(CN2CCC3(CC2)Nc2ccccc2S3)cc1 | -4% | -15
CC1=C(C(N)=O)C(c2ccc(Br)cc2)n2nc(CCCO)nc2N1 (stereo not given) | u | x
O=C(Cc1ccc(Br)cc1)Nc1ccc(S(=O)(=O)Nc2ncccn2)cc1 | u | x
CC(C)CC(COCc1ccc(F)cc1)N1CCN(C(=O)c2cccc(C(F)(F)F)c2)CCC1=O (stereo not given) | u | x

Reformatted tab-delimited: part of the list above
SMILES	S3 lipid droplet	S3 lipid droplet cell count max
CC1=C(C(N)=O)C(c2ccc(Br)cc2)n2nc(CCCO)nc2N1 (stereo not given)	u	x
CCC1CCCCN1S(=O)(=O)c1ccc([N+](=O)[O-])cc1 (stereo not given)	-14%	4

Further entries:
SMILES | S3 lipid droplet | S3 lipid droplet cell count max
CN(C)c1ccc(CNCCC2CCOC(C)(C)C2)cc1 (stereo not given) | u | x
CCc1nc2sc(C)c(C)c2c(=O)n1CCO | u | x
CCN(CC)S(=O)(=O)c1cc(C(=O)OCC(=O)NC2CCCc3ccccc32)ccc1C (stereo not given) | 6% | 13
Cc1ccc(-c2nc(CN(CC3CCC3)CC3CCCO3)c(C)o2)s1 (stereo not given) | u | x
O=[N+]([O-])c1ccc(N2CCCC2)cc1NC1CC1 | -4% | 12
COc1cccc(NC(=O)CNC(=O)N2CC(=O)Nc3ccccc32)c1 | u | x
CSc1nnc(Cc2sc(-c3ccccc3)nc2-c2ccccc2)o1 | u | x
COc1ccc(CCNC(=O)Cn2c(=O)oc3cc(Cl)ccc32)cc1OC | u | x
CC1CCCN(CC(=O)Nc2cc(S(=O)(=O)N3CCOCC3)ccc2N2CCCC2)C1 (stereo not given) | u | x
Cc1cc(C)c(S(=O)(=O)N2CCN=C2c2ccccc2)cc1C | 0% | 4
Cc1n[nH]c(C)c1S(=O)(=O)N(CC(=O)Nc1ccc2c(c1)OCCO2)c1ccc(C(C)C)cc1 | u | x
COc1ccc(S(=O)(=O)N2CCOCC2)cc1C(=O)Nc1nc2ccccc2s1 | u | x
Cc1ccc(S(=O)(=O)NC(=O)NCC2CCN(S(=O)(=O)c3ccccc3)CC2)cc1 | 0% | 11
Cn1c(Oc2ccccc2NCc2cc(Br)ccc2O)cc(=O)n(C)c1=O | u | x
FC(F)(F)c1ccc(C2[C@H]3CN(Cc4ccc(-c5ccccc5)cc4)[C@H](c4ccccc4)C34CC2(c2ccccc2)C4)cc1 (stereo not given in full) | 10% | 9
COc1cc(C(=O)Oc2cccnc2)cc(OC)c1OC | i | x
Cc1ccc(CNC(=O)C2CCCN(c3nn4c(=O)cc(C)nc4s3)C2)cc1 (stereo not given) | 1% | 6
CCOc1ccc(CCNC(=O)c2nnn(CC(=O)Nc3ccc(OC)cc3)c2N)cc1OCC | i | -9
COc1cc(/C=C2/C(=O)N(c3ccc(C(=O)O)cc3)N=C2C)cc(OC)c1O | -24% | 16
CCN(CC(=O)Nc1ccc(NC(C)=O)cc1)C(=O)Cc1ccc(S(=O)(=O)N2CCOCC2)s1 | u | x
C=CCSc1nc(N)c(C#N)c(-c2ccc(C)cc2)c1C#N | u | x
O=C(Cn1nc(-c2ccco2)ccc1=O)Nc1cc(Cl)ccc1Cl | u | x
N#Cc1c(N)n(CCNC(=O)c2ccccc2)c2nc3ccccc3nc12 | u | x
CCOC(=O)c1[nH]c2ccc(C)cc2c1N=C(C)N(C)C | i | x
Cc1cc(C)nc(SCc2ccc(C(=O)N/N=C/c3ccccc3C(=O)O)cc2)n1 | u | x
COc1ccc(CC(=O)Nc2cccc(-c3nnc(-c4ccc(C)cc4)o3)c2)cc1OC | u | x
O=C(Nc1ccc(Cl)cn1)C1CCN(S(=O)(=O)c2cccs2)CC1 | u | x
CC(C)(C)OC(=O)NN1CC(=O)N2[C@@H](Cc3c([nH]c4ccccc34)C2(C)C)C1=O | i | -2
CCCc1cc(C(=O)N(C2CCCCC2)C2CCCCC2)no1 | 15%[9.22 µM] | x
O=C(CSC1CC(=O)N(CC(c2ccccc2)c2ccccc2)C1=O)Nc1ccc(Cl)cc1 (stereo not given) | 0% | -5
Cc1nn(CC(=O)Nc2ccc3c(c2)nc(CN2CCCC2)n3C)c(=O)c2ccccc12 | i | 6
O=C(C[n+]1cc(-c2ccc(F)cc2)n2c1CCC2)Nc1nc(-c2ccc(F)cc2)cs1 | u | x
CCC(CCC(=O)Nc1cccc(C(=O)O)c1)C(=O)O (stereo not given) | 6% | -1
O=C(Nc1cccc(O)c1)c1ccccc1[N+](=O)[O-] | -17% | -1
COc1ccccc1C(=O)N/C(=C/c1ccccc1)C(=O)NC(CCSC)C(=O)O (stereo not given) | -8% | 13
C/C(CC(=O)Nc1ccc(C)c(Cl)c1)=N\NC(=O)c1ccncc1 | u | x
COc1ccc(C2=CSC3=NCCN23)cc1 | -4% | 0
CC(=O)Nc1ccc(/C(C)=N/Nc2nc(N3CCOCC3)nc(N3CCOCC3)n2)cc1 | 0% | 6
CN(N=Nc1cccc([N+](=O)[O-])c1)c1ccccc1 | u | x
CS(=O)(=O)c1ccc(Cl)c(NC(=O)Cc2ccccc2F)c1 | 9% | 0
Cc1cccc(N=C2NC(=O)CS2)c1C | 23% | x
O=C(NCc1ccco1)c1cc(-c2ccncc2)nc2ccccc12 | u | x
O=C(CC1CCCCC1)Nc1ccc(-c2ccc3nncn3n2)cc1 | -14% | -25
O=C(NC1CCCCC1)C(c1ccccc1)N(Cc1ccc2c(c1)OCO2)C(=O)c1cnsn1 (stereo not given) | u | x
C#CCOCCOCCOCCNc1nc(N2CCN(C(=O)[C@H](CCC(=O)O)n3cc(C(N)Cc4ccc(O)cc4)nn3)CC2)nc(N2CCN(C(=O)[C@H](Cc3cc4ccccc4[nH]3)n3cc(C(N)[C@H](C)CC)nn3)CC2)n1 (stereo not given in full) | -10% | -2
CCc1ccc(-c2cc3c(=O)n(CC(=O)NCc4ccccc4F)ncn3n2)cc1 | i | 4
Cc1ccc(OCC(=O)NNC(=O)c2cccnc2)cc1 | -7% | 3
Cc1ccc(NC(=O)C(C)[n+]2ccccc2)cc1[N+](=O)[O-] (stereo not given) | u | x
CC12CCC(=O)N1C(C(=O)OCC(=O)Nc1ccc(C(F)(F)F)cc1)CS2 (stereo not given) | -1% | -22
CS(=O)(=O)c1cnc(-c2cccnc2)nc1N | -26% | 3
